Compound activity from PubChem.
mIDH1 inhibitor: blocks human mutant IDH1 R132H enzyme; IDH1-R132H enzyme, NADPH consumption, diaphorase/resazurin fluorescence; O75874; AID 602179; Potency, µM (titrated, usually from 76.6 µM), without a hit: at the highest dose activity change, negative = inhibition, usual class: inhibitors; 390,000 compounds, 0.093% hits; note: potency is the fitted concentration of half-maximal effect; % is set by controls: 0 for no effect and ±100 for the full control effect; nearly all actives have a fitted effect of over 65% in size
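IDH1-R132H (0.5 ug/mL dispensed) in pH 7.5 Tris buffer was preincubated 30 min with compound, then given a substrate mix of 0.016 mM NADPH and 2 mM alpha-KG for 80 min at room temperature; remaining NADPH was read by diaphorase/resazurin fluorescence.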
Vif-A3F inh: blocks the Vif interaction with APOBEC3F. HeLa A3F-eYFP + Vif (tagged APOBEC3F with the HIV-1 protein that degrades it), YFP fluorescence increase. Potency, µM (doses to about 46.1 µM), for the others: top-dose activity, negative = active. 390,000 compounds, 0.2% hits; note: potency is the fitted concentration of half-maximal effect; % of control where 0% means no effect; nearly all actives have a fitted effect of over 65% in size
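HeLa cells stably expressing Vif plus C-terminally eYFP-tagged A3F were seeded, incubated overnight at 37 deg C, dosed with compound, incubated overnight again at 37 deg C. Yellow fluorescence (Ex 488/Em 500-530) reported blocked Vif-mediated A3F-eYFP degradation.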
LDHA inh: inhibitors of human lactate dehydrogenase A; P00338; purified LDHA, NADH/diaphorase-resazurin fluorescence; active compounds read low; activity change, % (values are at about 110 or 230 µM); 480,000 compounds, 0.15% hits; AID 1347041; in the data active = activity change below about -30%; inconclusive = mostly about -25% to -30%;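 note: plate controls were DMSO wells for no effect and wells without enzyme for full effect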
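LDH5 2 nM; NADH 0.06 mM, pyruvate 0.2 mM; 200 mM Tris pH 7.4, EDTA, Tween-20; 5 min RT. Detection: diaphorase 0.133 mg/mL + resazurin 37 µM, fluorescence ex540/em590 at 0 and 20 min; normalized to enzyme-free and DMSO wells.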
TrxR1 substrate: substrates of rat thioredoxin reductase 1; O89049; purified TrxR1 substrate turnover, NADPH consumption readout; Potency, µM (top dose mostly 114 µM), for inactives: at the highest dose activity change, negative = substrate turnover; 390,000 compounds, 0.01% hits; AID 588456; note: potency is the fitted concentration of half-maximal effect; % is set by controls: 0 for no effect and ±100 for the full control effect; nearly all actives have a fitted effect of over 50% in size
Target sequence (O89049 whole entry, looked up): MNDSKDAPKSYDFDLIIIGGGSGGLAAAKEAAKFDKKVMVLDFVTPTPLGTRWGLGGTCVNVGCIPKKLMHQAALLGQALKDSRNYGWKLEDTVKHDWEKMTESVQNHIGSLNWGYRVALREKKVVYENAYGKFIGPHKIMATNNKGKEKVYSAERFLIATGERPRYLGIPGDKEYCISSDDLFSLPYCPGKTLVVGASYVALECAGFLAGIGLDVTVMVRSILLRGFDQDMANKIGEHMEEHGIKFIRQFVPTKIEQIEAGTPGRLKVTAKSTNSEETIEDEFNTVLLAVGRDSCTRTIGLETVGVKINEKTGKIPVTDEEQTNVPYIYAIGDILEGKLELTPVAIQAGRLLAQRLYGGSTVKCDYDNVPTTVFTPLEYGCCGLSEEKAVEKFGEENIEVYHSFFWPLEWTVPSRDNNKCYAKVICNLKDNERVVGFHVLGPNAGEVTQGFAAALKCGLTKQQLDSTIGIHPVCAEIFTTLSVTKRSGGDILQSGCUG
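Rat TrxR1, dispensed at 90 nM, was prereduced with 400 uM NADPH (final) for 5 min at ~22 deg C, then incubated with compound 15 min before 400 uM selenite. A first-read NADPH fluorescence drop versus no-compound background flagged substrates.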
USP1 inh: USP1/UAF1 (human) deubiquitinase inhibition. 390,000 compounds, 0.23% hits. O94782. recombinant USP1/UAF1, Ub-Rhodamine cleavage fluorescence. AID 743255. Potency, µM (doses to about 57.1 µM), without a hit: at the top dose activity change, negative = inhibition, actives largely listed as inhibitors; note: potency is the fitted concentration of half-maximal effect; % is set by controls: 0 for no effect and ±100 for the full control effect; nearly all actives have a fitted effect of over 60% in size; inactives centre near -12
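USP1/UAF1 complex (1 nM) preincubated 15 min at room temperature with compound, then Ub-Rho substrate (150 nM final) added. Kinetic fluorescence at 480/540 nm over 6 reads at 60 s intervals; 50 mM HEPES pH 7.8, 0.5 mM EDTA, 0.1 mg/ml BSA, 1 mM TCEP, 0.01% Tween-20.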
Glioma ERSR ind: induces the endoplasmic reticulum stress response in human glioma cells; U87-MG GRP78 promoter luciferase reporter, 16 h; Potency, µM, without a hit: top-dose activation, actives largely listed as activators; 420,000 compounds, 0.02% hits; AID 602332; note: potency is the fitted concentration of half-maximal effect; series mostly up to about 76 µM; % of control where 0% means no effect; nearly all actives have a fitted effect of over 35% in size
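Stably transfected U87-MG human glioma cells carrying a GRP78-based luminescent sensor were seeded at 1000 cells/well, pin-dosed with compounds and incubated 16 h. Luciferase reagent was then added, and end-point luminescence was read after 10 min at room temperature.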
RGS4 inhibitor: blocks human RGS4-accelerated GTP hydrolysis; P49798; Transcreener GDP fluorescence polarization, RGS4-accelerated GTP hydrolysis; Potency, µM (highest dose often 114 µM), without a hit: top-dose activity change, negative = inhibition, hits mostly inhibitors; 390,000 compounds, 0.039% hits; note: potency is the fitted concentration of half-maximal effect; % is set by controls: 0 for no effect and ±100 for the full control effect; nearly all actives have a fitted effect of over 75% in size; some results filed as inactive show a strong effect at the top dose
Target sequence (P49798 whole entry, looked up): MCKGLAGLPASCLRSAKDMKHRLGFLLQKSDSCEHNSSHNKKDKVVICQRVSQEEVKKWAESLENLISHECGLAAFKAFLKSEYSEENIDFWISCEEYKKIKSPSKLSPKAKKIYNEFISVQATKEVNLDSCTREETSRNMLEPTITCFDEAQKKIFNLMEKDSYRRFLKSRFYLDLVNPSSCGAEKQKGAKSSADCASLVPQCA
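MLSMR compounds (23 nl, pin-transferred) preincubated 10 min at room temperature with a 500nM (2x) first reagent, then RGS4 at 900nM (2x) plus Transcreener GDP mix added; fluorescence polarization (620/688 nm) read before and after 90 min at 30 °C.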
Vif-A3G inh: inhibitors of Vif-APOBEC3G interaction | 410,000 compounds, 0.076% hits | HeLa A3G-eYFP + Vif (tagged APOBEC3G with the HIV-1 protein that degrades it), YFP fluorescence, overnight | Potency, µM (highest dose often 46.1 µM), without a hit: at the top dose activity, negative = active, most hits filed as inhibitors;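 note: potency is the fitted concentration of half-maximal effect; % is set by controls: 0 for no effect and ±100 for the full control effect; nearly all actives have a fitted effect of over 60% in size; hits raise eYFP signal because A3G escapes Vif-driven loss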
Target sequence (Q9HC16 whole entry, looked up): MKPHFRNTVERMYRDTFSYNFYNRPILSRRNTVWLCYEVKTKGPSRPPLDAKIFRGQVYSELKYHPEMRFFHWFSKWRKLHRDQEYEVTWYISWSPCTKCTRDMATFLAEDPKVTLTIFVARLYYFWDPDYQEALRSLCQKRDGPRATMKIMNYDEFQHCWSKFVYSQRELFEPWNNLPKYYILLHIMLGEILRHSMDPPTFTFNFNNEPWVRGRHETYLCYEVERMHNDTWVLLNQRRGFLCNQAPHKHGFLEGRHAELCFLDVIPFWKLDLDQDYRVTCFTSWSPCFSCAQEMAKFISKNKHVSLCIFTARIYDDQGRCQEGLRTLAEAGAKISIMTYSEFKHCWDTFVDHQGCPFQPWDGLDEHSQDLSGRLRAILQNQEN
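HeLa cells stably expressing Vif and C-terminally eYFP-tagged A3G, seeded overnight at 37 deg C, then exposed to compound by pintool overnight at 37 deg C. Rise in yellow fluorescence (Ex 488/Em 500-530, Acumen) marks blocked Vif-driven A3G degradation.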
TrxR1 inh: inhibitors of rat thioredoxin reductase 1 | O89049 | recombinant rTrxR1, NADPH fluorescence consumption, selenite substrate | Potency, µM (doses to about 114 µM), for the others: top-dose activity change, negative = inhibition, hits mostly inhibitors | 390,000 compounds, 1% hits | AID 588453; note: potency is the fitted concentration of half-maximal effect; % is set by controls: 0 for no effect and ±100 for the full control effect; nearly all actives have a fitted effect of over 65% in size
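Rat TrxR1 (90 nM in the dispensed reagent) was pre-reduced with 400 uM NADPH for 5 min at room temperature, then incubated with compound for 15 min. After 400 uM selenite was added, NADPH fluorescence (Ex 340/Em 450 nm) was followed for 8 min.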
* = called active by the depositor; ? = inconclusive; [ ] = another dose, or the depositor's remark. Unless noted, calls come from the whole dose curve; as a rule, active = well fitted curve in the direction sought with a large enough effect; inconclusive = small, poorly fitted or top-dose-only effect, or another doubt; inactive = no such curve, though single readings can be large; an effect the other way counts as inactive or inconclusive.

SMILES	mIDH1 inhibitor	Vif-A3F inh	LDHA inh	TrxR1 substrate	USP1 inh	Glioma ERSR ind	RGS4 inhibitor	Vif-A3G inh	TrxR1 inh
Cn1c(=O)oc2cc(S(=O)(=O)N3CCC(C(=O)NCC4COc5ccccc5O4)CC3)ccc21 (stereo not given)	0.8%	0.7%	-5.5	5.1%	-27.2%	-1.3%	-2.8%	1.6%	17.6%
CN(C(=O)c1ccccc1Cl)c1ccccc1	0.4%	-0.3%	-7.8	-1.7%	-4.0%	-1.7%	27.8%	3.4%	10.1%
C=CCn1c(C)nnc1SCC(=O)N1CCN(S(=O)(=O)c2ccccc2)CC1	-16.0%	5.8%	-0.9	0.8%	-4.1%	-1.6%	21.3%	-4.8%	6.1%
O=c1ccc(/C=C/c2ccccc2)nn1Cc1ccccc1	2.8%	1.2%	3.4	13.5%[57.1 µM]	-17.8%	-5.1%	13.8%	-8.2%	2.7%[57.1 µM]
Cc1nc2c(-c3ccc(F)cc3)c(C)nn2c(C)c1CCC(=O)N1CCOCC1	-21.5%	-4.3%	-6.7	1.1%	-22.1%	-1.9%	11.4%	0.6%	17.0%
Cc1cccnc1NC(=O)c1ccc2c(c1)NC(=O)C(C)S2 (stereo not given)	3.1%	9.0%	-2.7	-8.9%	-2.8%	-2.5%	-13.5%	-5.0%	-11.2%
CCN(CC(=O)Nc1ccc(NC(C)=O)cc1)C(=O)c1ccccc1SCC(=O)N1CCCC1	2.3%	6.8%	-0.5	5.6%	-18.0%	-2.7%	-12.3%	-5.6%	12.4%
COc1ccc(C2CC(c3cccs3)=NN2C(=O)c2ccccc2)cc1OC (stereo not given)	0.4%	-0.3%	-6.7	12.3%[57.1 µM]	-11.8%	-3.3%	-8.7%	-4.3%	13.2%[57.1 µM]
Cc1cc(=O)[nH]c(SCC(=O)NCC2CCCO2)n1 (stereo not given)	4.4%	-3.1%	-1.9	-1.5%	-22.8%	6.6%	-12.7%[11.4 µM]	0.2%	6.2%
COC(=O)c1ccc(-c2ccc([C@H]3[C@H]4C=CC[C@@H](C)[C@@H]4C(=O)N3Cc3ccccc3)c(F)c2)cc1	3.6%	-2.2%	0.3	8.0%	-20.7%	0.1%	-14.0%	-0.1%	36.0%[activator]

Whole records, looked up by structure. Values in the order: mIDH1 inhibitor	Vif-A3F inh	LDHA inh	TrxR1 substrate	USP1 inh	Glioma ERSR ind	RGS4 inhibitor	Vif-A3G inh	TrxR1 inh
`COC(=O)c1ccc(-c2ccc([C@H]3[C@H]4C=CC[C@@H](C)[C@@H]4C(=O)N3Cc3ccccc3)c(F)c2)cc1` is listed with 3.6%	-2.2%	0.3	8.0%	-20.7%	0.1%	-14.0%	-0.1%	36.0%[activator]
`CCN(CC(=O)Nc1ccc(NC(C)=O)cc1)C(=O)c1ccccc1SCC(=O)N1CCCC1` is listed with 2.3%	6.8%	-0.5	5.6%	-18.0%	-2.7%	-12.3%	-5.6%	12.4%

More results.
SMILES	mIDH1 inhibitor	Vif-A3F inh	LDHA inh	TrxR1 substrate	USP1 inh	Glioma ERSR ind	RGS4 inhibitor	Vif-A3G inh	TrxR1 inh
CC(=N)c1c(O)cc(C)oc1=O	4.2%	4.8%	-8.0	-3.2%[2.29 µM]	12.9%	-6.9%	10.1%	-1.7%	-1.2%[2.29 µM]
O=C(CN1C(=O)NC(CCc2ccccc2)C1=O)Nc1cccc(Br)c1 (stereo not given)	-9.6%	-9.0%	-3.9	-3.5%	-23.0%	-1.6%	16.1%	-8.4%	11.8%
CC(=O)c1ccc(S(=O)(=O)N2CCN(CC#N)CC2)cc1	-1.7%	13.6%	-5.1	-1.1%	-1.3%	-4.8%	11.0%	-1.2%	-3.4%
O=C(COc1cccnc1[N+](=O)[O-])Nc1cccc(S(=O)(=O)N2CCOCC2)c1	5.6%	-5.3%	-1.4	-0.3%[57.1 µM]	-20.3%	-2.6%	9.0%	-8.2%	6.8%[57.1 µM]
COc1ccc(NC(=O)CSc2ccc3nnc(-c4ccccn4)n3n2)cc1	1.2%	-30.6%	-2.5	1.7%	-11.5%	-5.0%	-2.5%	1.2%	11.4%
O=C(COC(=O)C12CC3CC(CC(O)(C3)C1)C2)Nc1ccc(Cl)c(S(=O)(=O)N2CCOCC2)c1	-1.2%	-6.0%	-5.9	2.4%	-7.3%	6.1%	-15.7%	2.3%	18.5%
CCCCc1nn2c(=O)cc(CN(CC)c3ccccc3)nc2s1	0.0%	1.8%	2.5	2.6%[57.1 µM]	-2.3%	-2.9%	-0.8%	0.8%	10.9%[57.1 µM]
CCCN(C(=O)c1cc2c(Cl)nc3ccccc3c2s1)c1cccc(C)c1	0.3%	-0.3%	-5.9	-7.5%	?	0.3%	6.6%	-0.5%	18.3%
Cc1cccc(C)c1OCC(O)CN1CCN(c2ccccc2)CC1 (stereo not given)	2.8%	20.4%	1.6	7.4%	-25.8%	-3.1%	-21.7%	0.2%	21.6%
CCOC(=O)C1=C(C)N=C2SC=C(C)N2C1c1ccc(OC)cc1 (stereo not given)	0.0%	-6.0%	-1.9	-8.3%	-24.8%	-3.2%	-10.5%	?	-16.5%
CN(C(=O)c1ccccc1Cl)C1CCCCC1	1.5%	-9.2%	-3.3	2.2%	9.7%	-4.2%	18.7%	-0.9%	15.5%
O=S(=O)(Nc1ccccn1)c1ccc(Cl)c2ccccc12	11.0%	-1.6%	-10.2	3.5%	?	-3.0%	6.0%	2.9%	20.9%
O=C(C1CCN(c2ncnc3c2sc2cccc(F)c23)CC1)N1CCOCC1	-2.8%	-3.1%	-0.5	-7.5%	-22.8%	-0.1%	-16.1%	-2.8%	-14.6%
C=C[C@H](Cc1ccccc1)N(Cc1ccccc1)S(=O)(=O)N(Cc1ccccc1)[C@H](C=C)Cc1ccccc1	-0.4%[38.3 µM]	-1.0%	-2.1	-0.9%	-21.4%	-4.8%	5.7%	0.8%	-4.4%
CCN(CC(=O)Nc1c(F)cccc1F)C(=O)C1(c2ccccc2)CC1	2.7%	7.3%	-7.2	1.6%	-23.9%	-3.6%	3.5%	1.6%	5.4%
Cn1c(N)c(-c2nc3cccnc3n2C)sc1=S	-1.0%	-2.8%	-3.5	9.1%	-23.3%	3.0%	-27.2%	-2.9%	25.5%
Cc1cccc(C2C3=C(CCCC3=O)N=C3c4ccccc4C(=O)C32)c1 (stereo not given)	-9.5%	0.7%	-10.5	-7.1%	-10.0%	-1.2%	-39.6%	-27.0%	?
Cc1ccc(C(C)C)c(OCC(=O)Nc2ccc3c(c2)nc(CCNC(=O)c2ccco2)n3C)c1	0.0%	-5.3%	-2.8	0.4%	-0.8%	-5.0%	-18.2%	-6.1%	4.2%
CC12CCC(C(=O)N3CCN(C(c4ccccc4)c4ccccc4)CC3)(OC1=O)C2(C)C (stereo not given)	0.5%	-14.2%	-5.9	-12.6%	-10.5%	-4.1%	-17.4%	0.0%	1.1%
COc1ccc([N+](=O)[O-])cc1NCC(=O)Nc1cc(S(=O)(=O)N2CCCCC2)ccc1C	0.3%	7.7%	-1.6	-4.1%	-15.2%	-3.3%	1.3%	5.0%	20.8%
COc1ccccc1N1CCN(C(=O)c2cc(-c3ccc(F)cc3)[nH]c2C)CC1	0.8%	-5.5%	-4.3	0.4%	-23.8%	-5.3%	4.4%	-5.7%	11.0%
COc1ccccc1NC(=O)CCSc1nc(C)cc(C)n1	9.0%	1.4%	-7.8	6.4%[57.1 µM]	-1.8%	-3.6%	8.6%	1.6%	20.6%[57.1 µM]
CCOC(=O)NS(=O)(=O)c1ccc(CCNC(=O)c2cc(C)on2)cc1	4.8%	6.0%	4.2	0.8%	-6.1%	-4.4%	-21.4%	-4.0%	-8.5%
Cc1ccc(O)c(CNc2cccc3cccnc23)c1	10.5%	-9.8%	15.1	-1.8%[57.1 µM]	-19.3%	1.1%	-35.9%	-22.1%	-0.8%[57.1 µM]
Cc1ccc(C)c(S(=O)(=O)NCc2ccc(C(=O)N3CCN(c4ccccc4)CC3)cc2)c1	0.7%	-13.9%	-1.4	-5.2%	-7.0%	6.7%	-4.6%	1.2%	7.6%
Cc1onc(-c2c(Cl)cccc2Cl)c1C(=O)Nn1cnnc1	3.4%	2.2%	-1.5	8.2%[57.1 µM]	2.5%	-4.1%	14.5%	0.3%	-7.7%
Cc1ccnc(SCC(=O)N2CCCc3ccccc32)n1	-5.8%	1.6%	0.2	-1.5%	-22.2%	4.8%	-12.0%	0.1%	23.9%
COc1ccc(Cl)cc1NC(=S)N1CCN(c2ccccn2)CC1	2.5%	-1.6%	-1.6	-5.3%	-13.7%	-3.5%	-24.5%	-5.1%	-9.0%
COc1cc(-n2nc(C)c3c2OC(N)=C(C#N)C3c2ccccc2)c(Cl)c(Br)c1O (stereo not given)	7.7%	-1.2%	3.4	-11.4%	-22.3%	-6.2%	-1.5%[11.4 µM]	-25.3%	5.9%[57.1 µM]
COc1ccc(C2c3cc(OC)c(OC)cc3CC(=O)N2c2ccc(C)c(F)c2)cc1 (stereo not given)	-23.5%	0.1%	0.9	-6.2%	-12.8%	-2.7%	17.6%	?	10.8%

Not all compounds are listed (hit frequency here may not be typical).
